Vif-APOBEC3F blk: Vif-A3F binding inhibition. AID 602313. HeLa A3F-eYFP + Vif (tagged APOBEC3F with the HIV-1 protein that degrades it), YFP fluorescence increase. hit rate 0.2% among 390,000. Potency, µM (series often up to 46.1 µM), inactives show at the highest dose activity, negative = active; note: potency is the fitted concentration of half-maximal effect; % of control where 0% means no effect; nearly all actives have a fitted effect of over 65% in size
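Fluorescence increase (Ex 488/Em 500-530) after overnight compound treatment at 37 deg C flags inhibition of Vif-driven A3F-eYFP loss in stable HeLa A3F-eYFP/Vif cells seeded overnight beforehand.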
D2 PAM: D2 dopamine receptor (human) potentiation; P14416; HEK293 T-REx D2, calcium flux, EC20 dopamine potentiation; potentiation, % at 10 µM; hit rate 0.34% among 340,000;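 active = potentiation over 3 SD above the plate norm, cut at about 30% in these data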; note: 0% is about no effect
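Tetracycline-induced HEK293 T-REx cells force-coupled to calcium signalling expressed D2; compounds were pin-added after a 10 s baseline, read kinetically 180 s, then an EC20 dopamine challenge followed with a further 180 s calcium read.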
RXFP1 agonist: RXFP1 (human) receptor agonism | HEK293T-RXFP1 cAMP TR-FRET, 30 min; response scale: percent of porcine relaxin response, buffer zero | Q9HBX9 | Potency, µM (highest dose often 57.5 µM), for the others: top-dose activation, most hits filed as activators | hit rate 0.3% among 370,000 | AID 2676; note: potency is the fitted concentration of half-maximal effect; % is set by controls: 0 for no effect and ±100 for the full control effect; nearly all actives have a fitted effect of over 60% in size; many of its hits are not listed in these tables
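HEK293 cells stably expressing RXFP1, treated 30 min at 37C with compounds plus PDE4 inhibitor Ro 20174; cAMP measured by HTRF TR-FRET. Normalized to buffer and 29 nM porcine relaxin; EC50 by Hill fit.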
D1 potentiator: human D1 dopamine receptor positive modulation | P21728 | HEK293 TREx D1 cells, calcium flux, dopamine EC20 potentiation | potentiation, % at 10 µM | hit rate 0.036% among 360,000; in the data active = potentiation above about 30%; note: 0% is about no effect
Target sequence (P21728 whole entry, looked up): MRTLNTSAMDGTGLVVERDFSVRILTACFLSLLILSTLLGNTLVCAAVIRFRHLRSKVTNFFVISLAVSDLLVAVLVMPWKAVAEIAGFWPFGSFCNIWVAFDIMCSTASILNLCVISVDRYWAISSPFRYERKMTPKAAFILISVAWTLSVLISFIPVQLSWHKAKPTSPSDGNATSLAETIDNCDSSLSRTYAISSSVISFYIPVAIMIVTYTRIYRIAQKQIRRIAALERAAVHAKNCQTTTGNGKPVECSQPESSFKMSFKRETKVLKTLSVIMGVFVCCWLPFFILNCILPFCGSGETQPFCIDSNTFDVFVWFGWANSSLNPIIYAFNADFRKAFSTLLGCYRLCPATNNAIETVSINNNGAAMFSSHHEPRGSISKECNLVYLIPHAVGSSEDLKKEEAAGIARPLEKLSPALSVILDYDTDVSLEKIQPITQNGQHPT
D1 agonist: human D1 receptor agonism; HEK293 T-REx D1 cells, calcium flux, agonist mode; activation, % at 2 µM; hit rate 1% among 360,000; in the data active = activation above about 30%; note: 0% is about no effect
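Agonism was scored from calcium flux recorded over 180 s (1 read/s) after pintool compound addition, following a 10-cycle baseline. Cells were inducible force-coupled HEK293 TREx D1, plated overnight at 30 C and loaded with no-wash calcium dye.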
RXFP1 antag: RXFP1 (human) relaxin receptor antagonism; AID 1259400; hit rate 0.59% among 350,000; Q9HBX9; HEK293-RXFP1, relaxin-stimulated cAMP HTRF, 30 min; hits give low values; activity change, negative = inhibition, % at 57.5 µM;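 active = activity change of -60% or lower, but not beyond a set lower limit; inconclusive = change between -60% and -40%, or beyond the set limit; inactive = change above -40%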; note: % is set by controls: 0 for no effect and ±100 for the full control effect
Vif-APOBEC3G blk: Vif-A3G binding inhibition; Potency, µM (highest dose often 46.1 µM), for the others: at the highest dose activity, negative = active, most hits filed as inhibitors; Q9HC16; HeLa A3G-eYFP + Vif (tagged APOBEC3G with the HIV-1 protein that degrades it), YFP fluorescence, overnight; hit rate 0.076% among 410,000;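 note: potency is the fitted concentration of half-maximal effect; % is set by controls: 0 for no effect and ±100 for the full control effect; nearly all actives have a fitted effect of over 60% in size; hits raise eYFP signal because A3G escapes Vif-driven loss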
Target sequence (Q9HC16 whole entry, looked up): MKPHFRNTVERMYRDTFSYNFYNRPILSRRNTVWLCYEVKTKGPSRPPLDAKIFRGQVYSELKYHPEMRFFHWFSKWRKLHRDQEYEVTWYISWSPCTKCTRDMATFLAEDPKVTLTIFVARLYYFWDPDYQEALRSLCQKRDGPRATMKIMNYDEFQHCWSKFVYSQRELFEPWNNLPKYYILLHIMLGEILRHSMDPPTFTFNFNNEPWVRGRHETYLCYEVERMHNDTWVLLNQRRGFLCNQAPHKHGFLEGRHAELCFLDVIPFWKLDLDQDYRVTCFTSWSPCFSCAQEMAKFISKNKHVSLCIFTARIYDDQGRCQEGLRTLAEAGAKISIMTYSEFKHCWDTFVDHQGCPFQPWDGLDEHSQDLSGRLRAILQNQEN
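HeLa cells stably expressing Vif and C-terminally eYFP-tagged A3G, seeded overnight at 37 deg C, then exposed to compound by pintool overnight at 37 deg C. Rise in yellow fluorescence (Ex 488/Em 500-530, Acumen) marks blocked Vif-driven A3G degradation.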
GRP78 ERSR act: inducers of ER stress response in human glioma cells; U87-MG GRP78 promoter luciferase reporter, 16 h; Potency, µM, for inactives: top-dose activation, most hits filed as activators; hit rate 0.02% among 420,000; AID 602332; note: potency is the fitted concentration of half-maximal effect; series mostly up to about 76 µM; % of control where 0% means no effect; nearly all actives have a fitted effect of over 35% in size
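Stably transfected U87-MG human glioma cells carrying a GRP78-based luminescent sensor were seeded at 1000 cells/well, pin-dosed with compounds and incubated 16 h. Luciferase reagent was then added, and end-point luminescence was read after 10 min at room temperature.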
D1 antag: human D1 dopamine receptor antagonism; HEK293 TREx D1 cells, calcium flux, dopamine EC80; hits give low values; activity change, negative = inhibition, % at 10 µM; hit rate 3.2% among 360,000; AID 504652; in the data active = activity change below about -30%; note: % is set by controls: 0 for no effect and ±100 for the full control effect
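Allosteric or orthosteric antagonism assessed as attenuation of the calcium response to EC80 dopamine, added 180 s after compound, in induced HEK293 Trex D1 cells loaded with no-wash calcium dye.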
Starred values were filed as active, the others as inactive; ? = inconclusive; nt = no result given; & = joins results of further samples. Unless noted, calls come from the whole dose curve; as a rule, active = well fitted curve in the direction sought with a large enough effect; inconclusive = small, poorly fitted or top-dose-only effect, or another doubt; inactive = no such curve, though single readings can be large; an effect the other way counts as inactive or inconclusive.

smiles	GRP78 ERSR act	D2 PAM	D1 agonist	D1 potentiator	RXFP1 agonist	Vif-APOBEC3G blk	D1 antag	RXFP1 antag	Vif-APOBEC3F blk
CSCCC(NC(=O)c1occc1C)C(=O)O (stereo not given)	1%	nt	3	-2	-0.3%	1%	2	-10	-24%
Cc1cc(C=C2C(=O)CCCC2=O)c(C)n1-c1ccccc1	-8%	-5	2	-8	0.5%	-1%	-11	-14	1%
Cc1ccc(S(=O)(=O)NC2CC2)cc1[N+](=O)[O-]	-5%	nt	-1	-1	-4.3%	-2%	1	15	-6%
Cc1ccc(NC(=O)CSc2nn(-c3ccccc3)c(=S)s2)cc1S(=O)(=O)N(C)C	-3%	-5	15	-4	0.0%	0%	-11	1	-29%
O=C(NCc1ccc(F)cc1)N1CCN(S(=O)(=O)c2ccccc2F)CC1	-4%	-4	1	-9	0.3%	7%	-3	-12	4%
CCOc1cc(/C=C2/C(=N)N3OC(C)=CC3=NC2=O)ccc1OCCOc1ccccc1	-3%	-10	3	-3	1.3%	1%	-16	12	0%
CCc1ccc(CN2CCN(C(=O)c3ccco3)CC2)cc1	-2%	-18	3	5	1.9%	3%	-8	0	-9%
CCSc1nnc([C@@H]2CCCN2C(=O)OC(C)(C)C)o1	-6%	8	0	-1	-0.7%	-6%	-4	-8	-9%
CC(NCC(O)COc1ccccc1)C1COc2ccccc2O1 (stereo not given)	-2%	-28	8	-2	-0.2%	0%	0	0	6%
O=C(N/N=C/C=C/c1cccc([N+](=O)[O-])c1)c1ccncc1	-3%	-9	1	-1	-4.6%	3%	-3	-4	?
O=C(NC1CCN(Cc2ccccc2)CC1)C(NS(=O)(=O)c1cccc2nsnc12)c1ccccc1 (stereo not given)	-5%	-18	2	-6	3.0%	4%	-20	-2	1%
COc1ccc(S(=O)(=O)N2CCOCC2)cc1NC(=O)c1ccc(OC(F)F)cc1	-4%	4	10	-1	0.0%	-7%	8	-4	-6%
CCc1c(O)nc(SCC(=O)NCc2ccco2)[nH]c1=O	-2%	0	2	-6	0.8%	1%	21	-12	nt
O=C(NCC1COc2ccccc2O1)c1cc(S(=O)(=O)N2CCOCC2)ccc1F (stereo not given)	-3%	6	18	-3	0.9%	0%	-15	3	11%
CCn1cc(S(=O)(=O)c2cccc(C)c2)c(=O)c2cc(F)c(N3CCCC(C)C3)cc21 (stereo not given)	-2%	4	-1	-1	20%	-2%	-2	3	1%
Fc1ccc(COc2cccc(-c3n[nH]c(=S)o3)c2)cc1	-1%	-3	-1	-7	14%	0%	6	0	-9%
COc1ccc(C(=O)/C=C/Nc2ccc(C)cn2)cc1OC	0%	7	1	-6	1.6%	0%	1	-21	0%
COC1=C(N)C(=O)c2nc(C)ccc2C1=O	-5%	nt	nt	nt	nt	0%	nt	-12	4%
CCn1ccc2c(OCC(=O)NCc3ccc(F)cc3)cccc2c1=O	0%	12	2	2	0.2%	-5%	nt	nt	1%
CC(C)(C)CNC(=O)c1ccc2c(c1)S(=O)(=O)c1cc(Cl)ccc1C2=O	-4%	16	3	5	0.6%	-8%	-33*	nt	5%
COc1ccc(C(=O)Nn2c(SCC(=O)NCc3ccco3)nc3ccccc3c2=O)cc1	-17%	-6	4	11	0.4%	-5%	6	13	-4%
O=c1c2cc(F)ccc2sn1-c1ccccc1	-10%	0	39*	-8	1.8%	-18%	-6	nt	-15%
C=CCc1ccccc1OCC(O)CN1CCN(c2ccc(OC)cc2)CC1 (stereo not given)	0%	-19	5	-8	2.5%	0%	-64*	-7	7%
CCN(CC(=O)Nc1ccc(NC(C)=O)cc1)C(=O)c1ccc(N2CCC(C)CC2)c([N+](=O)[O-])c1	2%	-6	3	-2	0.2%	1%	3	-1	3%
CC1CCCCC12NC(=O)N(CC(=O)OCc1ccccc1F)C2=O (stereo not given)	-7%	nt	nt	nt	nt	1%	nt	-2	5%
Cc1nn2c(=O)cc(CSCC(=O)Nc3ccccc3Cl)nc2s1	-2%	-8	2	1	3.1%	-1%	-18	5	-2%
CCCSc1ncc(Cl)c(C(=O)Nc2sc3c(c2C(=O)NCCOC)CCCC3)n1	nt	-1	1	0	0.7%	nt	3	0	nt
COc1ccc(-c2oc3cc(O)c(OC)c(O)c3c(=O)c2OC)cc1	4%	-1	-1	-7	-1.8%	?	-30*	nt	-5%
COc1cccc(CNC(=O)c2c(C)oc3nc(C)nc(N4CCOCC4)c23)c1	-1%	-6	0	1	0.6%	4%	14	-7	2%
O=C1CN2C(=N1)N(Cc1ccccc1)c1ccccc12	-3%	-13	1	-11	0.3%	2%	-87*	-11	0%

Entries of single compounds, quoted from the list. Screens in order: GRP78 ERSR act | D2 PAM | D1 agonist | D1 potentiator | RXFP1 agonist | Vif-APOBEC3G blk | D1 antag | RXFP1 antag | Vif-APOBEC3F blk
Shown for COC1=C(N)C(=O)c2nc(C)ccc2C1=O → -5% | nt | nt | nt | nt | 0% | nt | -12 | 4%
Shown for COc1cccc(CNC(=O)c2c(C)oc3nc(C)nc(N4CCOCC4)c23)c1 → -1% | -6 | 0 | 1 | 0.6% | 4% | 14 | -7 | 2%

Next records follow:
smiles	GRP78 ERSR act	D2 PAM	D1 agonist	D1 potentiator	RXFP1 agonist	Vif-APOBEC3G blk	D1 antag	RXFP1 antag	Vif-APOBEC3F blk
CCC(NC(=O)CCCc1ccccc1)c1ccccc1 (stereo not given)	-4%	-4	1	-3	0.0%	-1%	17	2	-9%
COc1ccc(OC)c(/C=C/C(=O)OCC(=O)NC2CCCCCCC2)c1	-2%	-3	5	3	4.0%	0%	26	18	1%
CCn1cc2nc(SCc3ccc(F)cc3)n(Cc3ccc(Cl)cc3)c(=O)c2n1	-1%	5	6	-6	0.7%	2%	5	nt	0%
COc1ccc(-c2ccc(SCC(=O)NC3CCCCC3)nn2)cc1OC	8%	30	2	-2	1.2%	0%	-1	2	-1%
Cc1ccc(Cl)cc1-n1ncc2c(N3CCN(Cc4ccccc4)CC3)ncnc21	-1%	7	-2	-2	2.9%	0%	-45*	-81*	-5%
COc1ccc(N(CC(=O)NCCc2ccc(OC)c(OC)c2)S(=O)(=O)c2c(C)noc2C)cc1	-3%	-2	-1	5	-3.6%	3%	2	-7	1%
CCc1ncc(C)nc1CC	1%	0	2	0	0.0%	1%	5	nt	-2%
Cc1cc(OC(=O)c2ccc(OC(C)C)cc2)c([N+](=O)[O-])c(=O)[nH]1	-1%	4	5	1	3.0%	-2%	3	-4	-3%
CC1=CC2C(C(O)CC3(C)C2CC(C)C32OCOC23COCO3)C2(C)C/C(=C\O)C(=O)C=C12 (stereo not given)	-13%	nt	nt	nt	nt	8%	nt	-76*	-16%
CCCCOc1ccc(/C(O)=C2/C(=O)C(=O)N(CCCOC)C2c2ccncc2)cc1C (stereo not given)	-4%	12	1	-4	7.5%	-1%	-38*	8	-2%
CC(C)c1nnc(NC(=O)Cn2nc(-c3ccc4c(c3)OCCO4)ccc2=O)s1	-3%	-4	1	-11	5.3%	1%	-6	14	-14%
CCOC(=O)Nc1ccc2c(CN3C(=O)NC(CC)(CC)C3=O)cc(=O)oc2c1	3%	13	3	-15	3.9%	-1%	5	7	nt
O=S(=O)(Nc1ccc(N2CCOCC2)cc1)c1ccccc1	-3%	7	4	-5	-1.4%	1%	3	-15	nt
Cc1cc(N2CCN(C)CC2)nc2ccc(NC(=S)N3CCCCC3)cc12	8%	6	2	1	0.3%	0%	-2	19	4%
O=C(Nc1ccc(OC(F)(F)F)cc1)C1CCCN(S(=O)(=O)c2cccnc2)C1 (stereo not given)	-2%	2	17	-9	0.4%	2%	-5	-11	8%
O=[N+]([O-])c1ccc(Cl)c(C[n+]2cccc3ccccc32)c1	-2%	nt	8	-3	8.4%	-8%	13	-1	3%
O=c1c2sc3ccccc3c2n(Cc2ccccc2)c(=O)n1Cc1ccccc1	-2%	1	5	-4	?	1%	11	nt	-9%
O=c1oc2ccccc2c(N2CCCCC2)c1CN1CCCC1	-4%	-11	2	1	1.6%	-1%	9	7	0%
O=C(NNC(=O)C1C2C=CC(C2)C1C(=O)O)c1cc(Cl)ccc1O (stereo not given)	4%	12	13	-2	12%	0%	-21	7	2%
Cc1ccc(C(=O)Nc2cccc(C(F)(F)F)c2)cc1NC(=O)c1ccno1	-1%&-2%	-8	0	-2	-0.8%	-4%&-15%	10	2	0%&2%
COc1ccc(-c2ccc(NS(=O)(=O)c3cc([N+](=O)[O-])c(C)c([N+](=O)[O-])c3)cc2)nn1	-3%	-3	0	0	0.1%	1%	-4	-2	-4%
COc1ccccc1NC(=O)Cn1c(=O)n(-c2ccc(C)cc2)c(=O)c2ccc(C(=O)NCc3ccco3)cc21	-1%	0	5	0	1.0%	0%	4	nt	0%
O=c1cc(CN2CCN(S(=O)(=O)c3ccc4ccccc4c3)CC2)nc2sccn12	-3%	9	0	-6	0.6%	-9%	-10	-6	?
CN1CCN(S(=O)C23CC4CC(CC(C4)C2)C3)CC1 (stereo not given)	-6%	-4	2	-3	-1.4%	1%	-3	-23	-20%
CC1=C(C(=O)OCC2CCCCC2)C(c2cccc(F)c2F)CC(=O)N1 (stereo not given)	-1%	16	3	-4	1.4%	-1%	0	nt	-10%
CC(=O)Nc1ccc(S(=O)(=O)NCC(=O)OCC(=O)NC(=O)C2CCCCC2)cc1	-3%	-4	0	2	3.2%	0%	-16	9	6%
O=C(CSc1nccn1-c1ccc(F)cc1)Nc1ccc(OC(F)(F)F)cc1	-2%	-16	0	-5	1.4%	10%	-76*	-18	-2%
COc1ccc(CNC(=O)Cn2cc([N+](=O)[O-])nc2C)cc1	-5%	-5	1	-4	-0.7%	1%	-4	-9	3%
Cc1[nH]c(C)c(S(=O)(=O)N(C)Cc2ccccc2)c1C(=O)N1CCCCC1	-1%	3	2	-2	-2.6%	0%	0	17	-4%
COc1ccc(-c2cc3nc(C)n(N)c(=O)c3s2)cc1	-13%	5	2	0	3.2%	-2%	-3	0	4%
O=S(=O)(NCCNS(=O)(=O)c1c(F)cccc1F)c1ccc2c(c1)OCCO2	-7%	nt	-2	0	nt	-2%	-24	nt	7%

Assay outcomes as filed in PubChem BioAssay.

Some of the compounds tested. The share of hits here may be higher or lower than overall.
